CD11b adhes enh: increases human CD11b/CD18 adhesion to fibrinogen | P05107+P11215 | K562 CD11b/CD18 adhesion to fibrinogen, ATPlite luminescence | activation, % at 10 µM | 93,000 compounds, 0.07% hits;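 active = 10 µM primary screen giving 50% or more activity, confirmed by 40% or more on retest at that dose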; note: strong numbers were not always called active; reference of the scale not given here
Target sequence (P05107 whole entry, looked up, other chains not shown): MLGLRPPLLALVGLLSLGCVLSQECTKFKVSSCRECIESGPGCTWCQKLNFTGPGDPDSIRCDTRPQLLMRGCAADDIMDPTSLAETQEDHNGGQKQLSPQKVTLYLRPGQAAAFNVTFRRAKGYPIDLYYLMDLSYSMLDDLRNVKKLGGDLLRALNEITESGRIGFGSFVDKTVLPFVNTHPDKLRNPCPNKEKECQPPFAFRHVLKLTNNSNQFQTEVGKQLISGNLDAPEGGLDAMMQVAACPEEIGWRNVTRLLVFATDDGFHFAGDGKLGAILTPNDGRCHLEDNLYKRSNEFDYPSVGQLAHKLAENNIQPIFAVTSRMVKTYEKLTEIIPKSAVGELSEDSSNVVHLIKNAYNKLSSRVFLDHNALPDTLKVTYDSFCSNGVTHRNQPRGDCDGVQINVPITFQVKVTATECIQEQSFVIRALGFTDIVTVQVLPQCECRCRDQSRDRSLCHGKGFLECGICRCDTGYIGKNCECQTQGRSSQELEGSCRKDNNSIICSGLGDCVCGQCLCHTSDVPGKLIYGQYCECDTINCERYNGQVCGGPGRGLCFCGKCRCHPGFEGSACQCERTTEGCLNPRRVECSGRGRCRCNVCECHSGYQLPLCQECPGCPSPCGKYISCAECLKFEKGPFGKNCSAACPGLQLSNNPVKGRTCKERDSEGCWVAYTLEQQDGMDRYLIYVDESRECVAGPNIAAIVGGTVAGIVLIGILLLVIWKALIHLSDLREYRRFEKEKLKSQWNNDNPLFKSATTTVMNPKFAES
CD11b adhes inh: inhibitors of human CD11b/CD18 binding to fibrinogen; K562 CD11b/CD18 adhesion to fibrinogen, ATPlite luminescence; Mn2+ added to activate the integrin; inhibition, % at 10 µM; 93,000 compounds, 0.54% hits; AID 1497;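 active = primary inhibition of 50% or more at 10 µM, then 40% or more on retest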; note: some results filed as inactive read as strong as hits
Starred values were filed as active, the others as inactive. This is a subset; rates above refer to the full screens.

SMILES	CD11b adhes enh	CD11b adhes inh
COC(=O)CNC(=O)CSc1nnc(C)c(=O)[nH]1	0	2
O=C1c2ccccc2C(=O)N1CCCc1c[nH]c2ccccc12	-2	4
NNc1nc(N)c2c(n1)-c1ccccc1CC21CCCC1	1	1
CCC(Sc1ncccc1C(=O)Oc1cccc([N+](=O)[O-])c1)C(=O)Nc1ccccc1OC (stereo not drawn)	4	12
C/C(=N\NC(=O)C(=O)Nc1ccc(C)c(Cl)c1)c1ccncc1	111	-8
COC(C#CCCN(C)C)(c1ccccc1)c1ccccc1	2	-7
O=C(COC(=O)c1ccc(Cl)nc1)NCc1ccc2c(c1)OCO2	4	4
COc1cc(NC(=S)N2CCN(Cc3ccccc3)CC2)cc(OC)c1	-2	-28
Cc1cc(OCC(=O)OCC(=O)Nc2cc(C(F)(F)F)ccc2N2CCOCC2)ccc1Cl	1	8
CCOC(=O)c1c(NC(=S)Nc2cccc(C)c2)sc2c1CC(C)(C)SC2	14	1
CCOC(=O)c1c(/N=C/c2ccccc2O)sc2c1CCC2	1	-25
CCCN1C(=O)/C(=N\OCC(=O)NCC(F)(F)F)c2ccccc21	0	12
Cc1cccc(C)c1NC(=O)COC(=O)c1cc(-c2cccnc2)nc2ccccc12	10	5
Cc1ccc(NC(=S)N=Nc2c(O)n(C)c3ccc(S(=O)(=O)N4CCOCC4)cc23)cc1	80	-11
Cc1cc(Nc2cccc(Cl)n2)n(-c2ccccc2)n1	2	12
Clc1ccc(-c2c[n+](Cc3ccc(Cl)c(Cl)c3)c3n2CCC3)cc1	-4	-5
COc1ccc(-c2cc(-c3cccs3)nc(OC)c2C#N)cc1OC	5	7
COc1cc(Cl)c(C)cc1NC(=O)[C@@H]1CCCN1C(=O)c1cccs1	-2	10
CC1(C)CC2CC(C)(CN2C(=S)NC(=O)c2ccccc2Cl)C1 (stereo not drawn)	7	-10
CC(=O)c1ccc(NC(=O)CCCN2C(=O)/C(=C/C(C)=C/c3ccccc3)SC2=S)cc1	0	7
O=C(COC(=O)C1(c2ccc(Cl)cc2)CCCC1)Nc1ncc(C(F)(F)F)cc1Cl	-8	95
Cc1nc2cc(NC(=O)CCS(=O)(=O)c3ccccc3)ccc2s1	12	-1
COc1ccccc1NC1=C(N2CCCCC2)C(=O)c2ccccc2C1=O	2	-7
COc1ccc(/C=N/NC(=O)CNc2n[nH]c(=O)[nH]c2=O)cc1OC	5	-15
COc1cccc(NC(=O)CCSc2ccc(C)cc2)c1	-3	12
CCc1cccc(CC)c1NC(=O)CCCSc1nc2ccccc2s1	1	0
CCn1c(=O)c(C(=O)CN2c3ccccc3CC2C)c(N)n(Cc2ccccc2)c1=O (stereo not drawn)	7	5
COC(=O)c1sc(S(=O)(=O)Nc2ccc(Br)cc2)c(C(=O)OC)c1C	-7	91*
CC1(c2ccccc2)CC(C)(C)N2C(=O)/C(=C3\SC(=S)NC3=O)c3cccc1c32 (stereo not drawn)	-5	100*
O=C(CCc1nc2ccccc2s1)Nc1ccccc1	0	-5
COc1ccc(S(=O)(=O)N2CCCCCC2)cc1N(C)S(=O)(=O)c1ccccc1	3	16
COc1ccc(/C=C2\SC(=N)N(c3nccs3)C2=O)cc1OC	24	32
Cc1cc(=O)oc2cc(Nc3ccccc3)ccc12	1	3
CCCS(=O)(=O)c1nc(S(=O)(=O)c2ccc(C)cc2)c(NCc2ccco2)s1	0	-10
NC(=O)C1CCN(CC(=O)Nc2ccccc2Sc2ccccc2)CC1	6	-2
CCCC(=O)NC(c1cccs1)c1cc([N+](=O)[O-])c2cccnc2c1O (stereo not drawn)	-2	-13
Cc1c(NC(=O)/C(C#N)=C/c2c(Oc3ccccc3)nc3ccccn3c2=O)c(=O)n(-c2ccccc2)n1C	0	24
CCOC(=O)C1=C(O)/C(=C\c2ccc(CNS(=O)(=O)c3ccc(Br)cc3)o2)N=C1C	-2	-22
COc1ccc(NC(=O)c2n[nH]c(=O)c3ccccc23)cc1S(=O)(=O)N1CCCCC1	-3	-10
O=c1oc2ccccc2cc1-c1csc(Cc2nc(-c3ccc(Cl)cc3)cs2)n1	-2	-26
CCOc1ccc(NC(=O)C(c2ccccn2)N(C(=O)CCl)c2ccc(F)cc2)cc1 (stereo not drawn)	-2	-11
COC(=O)CCc1sc(Nc2ccccc2)nc1-c1ccc(OC)cc1	6	8
O=C1c2cccc(OCc3ccc(F)cc3)c2CCN1Cc1ccc(F)cc1	-16	100
O=C(NC(=S)N1CCN(c2ccc(Cl)cc2[N+](=O)[O-])CC1)c1cccs1	-5	6
O=C(N/N=C/c1ccc[nH]1)c1ccccc1[N+](=O)[O-]	0	-9
CC(=O)NC1=C(NC2CCS(=O)(=O)C2)C(=O)c2ccccc2C1=O (stereo not drawn)	-2	20
CCOC(=O)/C(C#N)=C/c1cn(CCC(=O)O)nc1-c1ccccc1	-1	16
O=c1oc(-c2ccccc2NS(=O)(=O)c2ccc3ccccc3c2)nc2ccccc12	4	85
O=S1(=O)CCC(NC(=S)NCCNC(=S)NC2CCS(=O)(=O)C2)C1 (stereo not drawn)	1	-7
CCOc1ccc(NC(=O)CSc2ccc(-c3ccccn3)nn2)cc1	32	-8
COc1ccc(CCn2c(-c3cc([N+](=O)[O-])cc([N+](=O)[O-])c3)nc3nc4ccccc4nc32)cc1OC	-5	4
COCCCN(CCCN)Cc1ccco1	-5	10
Cc1nnc(Sc2cc(C(=O)NCCCN(C)Cc3ccccc3)c3ccccc3n2)s1	4	5
Nc1ccccc1Nc1cc(-c2cccc(Cl)c2)nn1-c1ccccc1	-2	30
O=C(NC(=S)NCCN1CCOCC1)c1ccccc1	-2	5
Cc1cccc(N2C(=O)CC(Sc3ccccc3C(=O)O)C2=O)c1 (stereo not drawn)	0	-2
O=C(C1=C(O)C(=O)N(CCCN2CCOCC2)C1c1ccncc1)c1cc2ccccc2o1 (stereo not drawn)	1	1
N#Cc1ccc(N2C(=O)[C@@H]3C(C(=O)c4ccc5ccccc5n4)=NN[C@@H]3C2=O)cc1	2	36
COc1cc(CNc2ccc(CNc3ncn[nH]3)cc2)cc(Cl)c1OCc1ccccc1	0	9
O=C(CSc1ccccc1)NCc1ccccn1	2	2

(continued)
SMILES	CD11b adhes enh	CD11b adhes inh
O=C(COC(=O)c1cccnc1Nc1ccccc1F)NC1CC1	7	-3
Cc1ccc(/C=N/NC(=O)CNC(=O)COc2ccccc2)cc1	1	2
CCN(/N=C/c1ccc(N(C)C)cc1)c1nc2ccccc2[nH]1	1	15
CSc1ccc(/C=N/NC(=O)c2cc(O)cc(O)c2)cc1	-5	19
CNC(=S)N/N=C(\C)c1ccc(N2CCOCC2)cc1	0	13
COc1ccc(Br)cc1CN(C)CC(=O)Nc1c(Cl)ccc(C)c1Cl	1	24
Cc1cccc(NC(=O)c2sc3nc(N)c(C#N)cc3c2N)c1	58	-5
CCOC(=O)c1c(NC(=O)CSc2nnc(N)s2)sc(C)c1-c1ccc(C)cc1	-8	93
Cc1ccc(N(Cc2cc3ccccc3[nH]c2=O)S(=O)(=O)c2ccccc2)cc1	2	7
CCN(C(=O)CSc1cc(-c2ccccc2)c2ccc(OC)cc2n1)C1CCS(=O)(=O)C1 (stereo not drawn)	-5	1
O=C1NCCCC1C(=O)N/N=C/c1ccccc1O (stereo not drawn)	7	6
COc1ccc(/C=N/NC(=O)CCSc2nc3ccccc3s2)cc1	2	22
CC(/C=N\NC(=O)CN1CCN(Cc2ccccc2)CC1)=C\c1ccco1	-2	8
COc1ccc(N=Cc2cc3c(cc2O)OC(N)=C(C#N)C3c2ccccc2)cc1 (stereo not drawn)	-1	37
COc1ccccc1NC(=S)N(Cc1ccco1)Cc1cc2cc(C)cc(C)c2[nH]c1=O	-1	4

Sorted by formula weight (ascending): part of the list above
SMILES	CD11b adhes enh	CD11b adhes inh
O=C1NCCCC1C(=O)N/N=C/c1ccccc1O (stereo not drawn)	7	6
CCN(/N=C/c1ccc(N(C)C)cc1)c1nc2ccccc2[nH]1	1	15
CCOC(=O)c1c(NC(=O)CSc2nnc(N)s2)sc(C)c1-c1ccc(C)cc1	-8	93
CCN(C(=O)CSc1cc(-c2ccccc2)c2ccc(OC)cc2n1)C1CCS(=O)(=O)C1 (stereo not drawn)	-5	1

7 entries from above, reformatted.
mol | CD11b adhes enh | CD11b adhes inh
COc1ccc(/C=N/NC(=O)CCSc2nc3ccccc3s2)cc1 | 2 | 22
CCN(/N=C/c1ccc(N(C)C)cc1)c1nc2ccccc2[nH]1 | 1 | 15
Cc1cccc(NC(=O)c2sc3nc(N)c(C#N)cc3c2N)c1 | 58 | -5
Cc1ccc(N(Cc2cc3ccccc3[nH]c2=O)S(=O)(=O)c2ccccc2)cc1 | 2 | 7
CC(/C=N\NC(=O)CN1CCN(Cc2ccccc2)CC1)=C\c1ccco1 | -2 | 8
O=C1NCCCC1C(=O)N/N=C/c1ccccc1O (stereo not drawn) | 7 | 6
O=C(COC(=O)c1cccnc1Nc1ccccc1F)NC1CC1 | 7 | -3

The list goes on:
SMILES	CD11b adhes enh	CD11b adhes inh
C=C(C)CNC(=S)NNC(=O)c1ccc(Br)cc1	-1	2
O=C(CSc1nc2ccccc2s1)NC1CCCc2ccccc21 (stereo not drawn)	-2	-4
Cc1ccc(CSc2ccc3nnc(-c4cccnc4)n3n2)cc1	0	5
CSc1cccc(NC(=O)CCCOc2ccc(Cl)cc2C)c1	27	-1
COc1cc(/C=N/Nc2cc(C)nc(NS(=O)(=O)c3ccc(C)cc3)n2)ccc1O	5	4
COc1cccc(C2C3=C(N=c4s/c(=C\c5cccc(O)c5)c(=O)n42)c2ccccc2CC3)c1OC (stereo not drawn)	39	19
Cc1nc(Nc2nc(CSc3ccc(Cl)cc3)cc(=O)[nH]2)nc2ccccc12	50	12
COc1ccc(C(=O)CN2CCN(S(=O)(=O)c3cccc([N+](=O)[O-])c3)CC2)cc1	2	-12
CC(NC(=O)c1sc2cc([N+](=O)[O-])ccc2c1Cl)C(C)(C)C (stereo not drawn)	-7	80
COc1ccc(OCC(=O)N/N=C/c2ccc(OC)c(OC)c2C(=O)O)cc1	8	-9
COC(=O)/C(=N/Nc1ccccc1Cl)Sc1nnc(C(O)c2ccccc2)n1-c1ccccc1 (stereo not drawn)	-1	26
Nc1nnc(SCCCC(=O)c2ccc(F)cc2)s1	-1	37
CCc1ccc(-c2nc(NC(=O)c3ccc(OCC(=O)Nc4ccc(F)cc4)c(OC)c3)sc2C)cc1	2	11
O=C(Cn1cc(SCc2cccc(Cl)c2)c2ccccc21)N1CCOCC1	-4	6
CCCCCc1ccc(-c2ccc(/C=C/C(N)=O)cc2)nc1	5	10
COc1cc(/C=C(\C#N)C(=O)NC2CCCCC2C)ccc1OS(=O)(=O)c1ccc(C)cc1 (stereo not drawn)	1	19
O=C(Nc1nnc(SCc2ccccn2)s1)C1CC(=O)N(c2ccccc2)C1 (stereo not drawn)	6	4
Cc1cc(C)nc(SCc2ccc(C(=O)N/N=C3\CC(C)CC(C)(C)C3)cc2)n1 (stereo not drawn)	4	11
O=C(CO/N=C/c1ccccc1Cl)N1CCCc2ccccc21	0	8
Cn1ncc2c(NNC(=O)c3ccccc3Cl)ncnc21	6	-13
OC(COCc1ccc(Cl)cc1)CN1CCN(c2ccccn2)CC1 (stereo not drawn)	2	5
CCOC(=O)C(Cc1ccccc1)C(=O)Nc1ccc(NC(=O)C(Cc2ccccc2)C(=O)OCC)cc1 (stereo not drawn)	55	16
CCOC(=O)c1sc(=S)n(C)c1NC(=O)c1ccccc1Cl	-2	29
O=C(COC(=O)Cn1cnc2ccccc2c1=O)Nc1ccccc1Sc1ccc(Cl)cc1	3	4
CC(C)c1ccccc1OCC(=O)NC1CCCc2ccccc21 (stereo not drawn)	9	18
COc1ccccc1N=Cc1c(O)c2ccccc2oc1=O	-2	6
FC(F)(F)c1cnc(NNC(=S)Nc2ccccc2Cl)c(Cl)c1	-10	100*
O=C(Nc1ccccc1Oc1ccccc1)c1cc([N+](=O)[O-])ccc1Cl	7	14
Cc1cccc(Nc2nc(N)nc(CSC(=S)N3CCOCC3)n2)c1	2	-4
CCN(CC)C(=O)CC(c1ccc(F)cc1)c1ccc(OC)cc1 (stereo not drawn)	6	1
COc1cc(C(=O)NCC(c2ccco2)N(C)C)cc(OC)c1OC (stereo not drawn)	8	-10
COc1cc(SC)ccc1C(=O)NCCOc1ccc(C)c(C)c1	-2	55
COc1ccc2c(C)cc(SCn3nnc4ccccc4c3=O)nc2c1	10	-5
O=C(CCSCc1ccc(Cl)cc1)NCCC1=CCCCC1	2	4
O=C(COC(=O)[C@@H]1CC(O)CN1S(=O)(=O)c1ccc([N+](=O)[O-])cc1)NC12CC3CC(CC(C3)C1)C2 (stereo partly drawn)	3	-8
CCOc1ncccc1C(=O)N(C)CC(=O)Nc1ccc(C)cc1	2	0
CN1CCN(NC(=O)C23CC4CC(CC(C4)C2)C3)CC1	-1	-3
COc1cccc(NC(=S)N/N=C2/CCCCc3ccccc32)c1	5	16
O=C1c2ccccc2C(=O)N1CCCCN(C(=O)c1cc2ccccc2oc1=O)c1ccc(Cl)cc1	6	0
Cc1c(Cl)cccc1NCC(=O)Nc1ccc(Cl)cc1F	-1	9
CCNC(=S)N1CCN(c2ccccn2)CC1	-2	4
Cc1ccc(S(=O)(=O)N2CCCCC2)cc1NC(=O)c1ccc2c(c1)OCO2	2	3
Fc1ccc(-n2c(-c3ccc4c(c3)OCO4)n[nH]c2=S)cc1Cl	1	-10
O=C(Cc1c[nH]c2ccccc12)NNC(=O)c1ccccc1	1	7
